GluA2 TARP mod = modulators of AMPA receptor GluA2-stargazin complexes. HEK293 GluA2+stargazin, membrane potential dye (FDSS), glutamate EC50; hits were called plate by plate, in both directions. actives 3.5% (n = 40,000). calls only at 30 µM;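 active = any of four per-well response measures lying three or more SD from its plate-wide compound average, in either direction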
Target sequence (O88602 whole entry, looked up): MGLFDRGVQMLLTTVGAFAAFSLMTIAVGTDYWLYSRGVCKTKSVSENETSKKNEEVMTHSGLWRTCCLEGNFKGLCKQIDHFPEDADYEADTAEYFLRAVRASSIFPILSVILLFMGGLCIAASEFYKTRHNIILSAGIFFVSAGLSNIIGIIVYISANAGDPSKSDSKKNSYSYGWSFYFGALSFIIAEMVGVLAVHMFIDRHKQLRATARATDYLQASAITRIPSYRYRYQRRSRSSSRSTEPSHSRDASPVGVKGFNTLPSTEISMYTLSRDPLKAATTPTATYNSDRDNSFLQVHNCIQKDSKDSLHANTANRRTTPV
Target sequence (P19491 whole entry, looked up): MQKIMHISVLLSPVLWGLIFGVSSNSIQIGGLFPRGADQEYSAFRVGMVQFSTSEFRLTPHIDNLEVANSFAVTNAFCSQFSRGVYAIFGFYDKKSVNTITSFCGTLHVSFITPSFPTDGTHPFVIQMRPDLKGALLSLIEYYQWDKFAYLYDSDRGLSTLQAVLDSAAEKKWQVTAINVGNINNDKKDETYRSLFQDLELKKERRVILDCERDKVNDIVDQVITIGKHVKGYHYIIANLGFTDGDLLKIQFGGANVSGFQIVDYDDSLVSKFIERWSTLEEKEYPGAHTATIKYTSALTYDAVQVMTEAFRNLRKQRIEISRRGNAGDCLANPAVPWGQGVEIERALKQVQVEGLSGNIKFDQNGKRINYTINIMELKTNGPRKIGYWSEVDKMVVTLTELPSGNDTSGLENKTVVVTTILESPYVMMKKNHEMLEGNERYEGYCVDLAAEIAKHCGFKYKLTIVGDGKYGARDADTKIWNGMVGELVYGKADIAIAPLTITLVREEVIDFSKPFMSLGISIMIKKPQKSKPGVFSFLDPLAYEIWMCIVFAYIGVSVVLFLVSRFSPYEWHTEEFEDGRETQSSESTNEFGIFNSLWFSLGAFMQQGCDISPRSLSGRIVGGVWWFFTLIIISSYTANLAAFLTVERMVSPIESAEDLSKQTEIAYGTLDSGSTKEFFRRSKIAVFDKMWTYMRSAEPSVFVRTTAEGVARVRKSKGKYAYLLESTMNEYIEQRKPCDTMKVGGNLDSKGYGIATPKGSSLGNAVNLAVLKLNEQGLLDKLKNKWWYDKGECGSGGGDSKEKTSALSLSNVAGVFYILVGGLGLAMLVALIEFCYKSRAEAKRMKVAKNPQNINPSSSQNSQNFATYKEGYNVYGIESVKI
GluA2 TARP mod agonism max-min = also measured in GluA2 TARP mod; calls as there; compound max-min signal; compound-alone response (agonism);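 unitless range of fluorescence divided by baseline over first 100 seconds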
GluA2 TARP mod glutamate slope = second read-out of GluA2 TARP mod, no call of its own (marks repeat the call); glutamate slope, % of max; measured here: glutamate response slope, % max;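 scaled per plate between vehicle wells and maximal 1 mM glutamate control wells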
Active calls of the source: *; i = inactive; + = active, no number; & = joins results of further samples.

SMILES	GluA2 TARP mod	GluA2 TARP mod agonism max-min	GluA2 TARP mod glutamate slope
COc1ccc(S(=O)(=O)N2CCN(c3ccc4nncn4n3)CC2)cc1F	i	0.12	43
CSCCC(C)(O)CNC(=O)Cc1ccc(S(=O)(=O)C(C)C)cc1 (configuration not stated)	i	0.085	58
CCCOc1ccc(N2CCN(C(=O)c3cccc(Cl)c3)CC2)nn1	i	0.093	63
CCCn1cc(SCC(=O)N2N=C(c3ccc(Br)cc3)CC2c2ccc(OC)cc2)c2ccccc21 (configuration not stated)	i	0.093	74
COc1ccc(CC(=O)N2CCN(c3ccc(N4CCN(C)CC4)nn3)CC2)cc1	i	0.1	65
CC(=O)Nc1cccc(NC(=O)CSc2ncnc3c2nnn3C)c1	i	0.031	17
Cc1ccc(N2CCCS2(=O)=O)cc1NC(=O)C(=O)NCC1CCN(C(=O)c2ccncc2)CC1	i	0.11	56
CCCOc1ccc(S(=O)(=O)Nc2ccc3c(c2)NC(=O)C(C)(C)CO3)cc1	+	0.12*	99*
O=C(CCn1nnc2ccccc2c1=O)Nc1ccon1	i	0.13	44
CC(=O)Nc1cccc(NC(=O)c2cc3c(=O)n(C)c(=O)n(C)c3s2)c1	+	0.2*	48*
O=C(NCCOc1ccc2nnc(-c3ccccc3Cl)n2n1)c1c(F)cccc1F	i	0.049	23
CCOC(=O)C1=C(C)NC(=O)NC1c1ccc(O)c(OC)c1 (configuration not stated)	i	0.12	57
O=c1c2cc(-c3cccs3)nn2ccn1Cc1nc(-c2ccccc2)no1	i	0.13	61
COc1ccc(NC(=O)c2cc3c(=O)n(C)c(=O)n(C)c3s2)c(OC)c1	i	0.14	45
O=S(=O)(c1cccnc1)N1CCC(c2nnc(-c3ccco3)o2)CC1	i	0.11	48
Cc1nc(C)c(C(=O)NCCn2ncc3c(N4CCN(Cc5ccccc5)CC4)ncnc32)s1	i	0.13	73
CN(C)C(=O)C(=O)c1cn(CC(=O)N2CCOCC2)c2ccccc12	i	0.07	54
Cc1ccc(S(=O)(=O)N(Cc2ccc(C(F)(F)F)cc2)C(=O)N2CCN(C)CC2)cc1	i	0.065	58
Cc1cccc(NC(=O)CSc2ncc(S(=O)(=O)c3cccc(Cl)c3)c(=O)[nH]2)c1C	i	0.094	54
Cn1c(=O)n(Cc2cccc(F)c2)c(=O)c2c(N3CCN(C(=O)c4ccco4)CC3)ccnc21	i	0.095	73
COc1ccc(OCC(=O)Nc2ccc3c(c2)CCCN3S(=O)(=O)c2ccc(C)cc2)cc1	i	0.11	54
COc1cc(N2CCN(C(=O)Nc3cc(OC)c(OC)c(OC)c3)CC2)nc(OC)n1	i	0.099	46
CC(C)c1ccccc1NC(=O)CCc1csc(NC(=O)c2ccc(F)cc2)n1	i	0.12	59
CN(Cc1ccccc1)S(=O)(=O)c1ccc(-c2nc(C#N)c(N3CCCCCC3)o2)cc1	i	0.095	49
Cc1cc(C)cc(NC(=O)CSC2=NC(C)(C)Nc3ccccc32)c1	i	0.095	47
Cc1ccc(-c2nn(C)c(=O)c3ccccc23)cc1CO	i	0.077	23
COc1ccc(C)cc1NC(=O)C(=O)NCCCn1ccnc1	i	0.093	69
CC(C)(C)c1ccc(OCC(O)CN2CCCC2)c(C(C)(C)C)c1 (configuration not stated)	i	0.066	37
CCOc1nn(CC)cc1-c1nnc(SCC(=O)Nc2cccc(C)c2C)n1C	i	0.048	30
O=C(Nc1ccc(-c2cn3ccsc3n2)cc1)Nc1ccc2c(c1)OCO2	i	0.1	62
Cn1c(-c2cc3ccc(OS(C)(=O)=O)cc3oc2=O)nc2ccccc21	i	0.11	63
CCN(CC)CC(=O)NCc1ccccc1	i	0.033	54
Cc1cc(S(=O)(=O)N2CCCN(S(=O)(=O)c3ccc(Cl)c(C)c3)CC2)ccc1Cl	i	0.074	52
O=C(NCC1COC2(CCCCC2)O1)c1ccc(C(F)(F)F)cc1 (configuration not stated)	i	0.12	91
COc1ccccc1N(CC(O)CN1CCOCC1)S(=O)(=O)c1ccccc1 (configuration not stated)	i	0.056	28
Cc1ccc(C(CNC(=O)c2ccco2)N2CCOCC2)cc1 (configuration not stated)	i	0.034	51
Cc1ccc(C)c(-c2csc(NC(=O)c3cc(C)n(C(C)C)n3)n2)c1	i	0.1	68
O=[N+]([O-])c1ccc(NS(=O)(=O)c2ccc3ccccc3c2)cc1	+	0.18*	37*
Cc1ccc(NC(=O)NCC2CCN(C3CCCC3)CC2)cc1C	i	0.1	59
CCCCCC(=O)N1c2ccccc2NC2=C(C(=O)CC(c3ccc(F)cc3)C2)C1c1cccs1 (configuration not stated)	i	0.073	46
CCOC(=O)COc1coc(CN2CCN(c3ccc(F)cc3)CC2)cc1=O	i	0.033	33
CCOC(=O)Cn1c(=O)c2c(nc3n(-c4ccc(C)c(C)c4)c(-c4ccccc4)cn23)n(C)c1=O	i	0.066	61
O=S(=O)(CCc1ccccc1)NCC1CCN(Cc2ccccc2)CC1	i	0.066	69
CC(C(=O)Nc1ccccc1)N1C(=O)c2ccccc2S1(=O)=O (configuration not stated)	i	0.051	75
O=C(Cc1csc(NC(=O)c2ccc[nH]c2=O)n1)NCc1ccc2c(c1)OCO2	i	0.056	29
CCn1c(C2CC(=O)N(C(C)(C)C)C2)nc2ccccc21 (configuration not stated)	i	0.082	66
CC1(C)CC(=O)c2c(nc(SCC(N)=O)c(C#N)c2-c2ccccc2)C1	i	0.087	62
COc1ccc(OCCCn2c(C(C)NC(=O)c3ccco3)nc3ccccc32)cc1 (configuration not stated)	i	0.13	37
O=C(CSc1nc(=O)n(CCO)c2c1CCCC2)NCCc1ccccc1	i	0.032	52
Cc1cc(N(C)C)nc(NCCNS(=O)(=O)c2cc(Cl)ccc2Cl)n1	i	0.13	50
O=C(Nc1ccc(N2CCCC2=O)cc1)c1ccc([N+](=O)[O-])cc1Cl	i	0.13	57
CCc1nnsc1C(=O)Nc1c(C(=O)c2ccc(Cl)cc2)oc2ccccc12	i	0.094	61
NC(=O)c1ccccc1NC(=O)CS(=O)(=O)c1ccc2c(c1)S(=O)(=O)N=CN2	i	0.067	49
COC(=O)c1ccccc1NC(=O)Cn1cnc2c(-c3ccccc3)csc2c1=O	i	0.091	56
NC(=O)Cc1ccc(NC(=O)c2ccc3c(c2)OCO3)cc1	i	0.059	35
CC(NC(=O)c1ccc(=O)n(Cc2ccc(F)cc2)n1)c1ccccc1 (configuration not stated)	i	0.033	56
COc1ccc(-c2ccc(N3CCN(C(=O)CCCc4ccccc4)CC3)nn2)cc1OC	i	0.02	24
CCOc1ccc(NC(=O)Cc2cc(-c3ccc4c(c3)OCO4)on2)cc1	i	0.056	33
Cc1cnc2c(c1SCC(=O)NC1CCCC1)c(=O)n(C)c(=O)n2C	i	0.054	47
CCOCCn1c(=O)c2c(nc3n(-c4cccc(C)c4C)c(C)cn23)n(C)c1=O	i	0.06	33

Further records:
SMILES	GluA2 TARP mod	GluA2 TARP mod agonism max-min	GluA2 TARP mod glutamate slope
Cn1nc(-c2ccccc2)cc1C(=O)Nc1onc2c1CSC2	i	0.16	50
CC(=O)c1ccc(NC(=O)c2ccc(C(=O)Nc3ccc(C(C)=O)cc3)nc2)cc1	i	0.084	9
Cc1nnc(NC(=O)CSc2nc(=O)n(CC3CCCO3)c3c2CCCC3)s1 (configuration not stated)	i	0.085	62
Cc1ccc(NC(=O)C(=O)N2CCN(c3ccccc3)CC2)c([N+](=O)[O-])c1	i	0.13	58
COc1ccc(NC(=O)CSc2nc3ccsc3c(=O)n2CCO)c(OC)c1	i	0.12	60
COc1ccc(C)cc1N1CCn2c1nc1c2c(=O)n(Cc2cc(C)ccc2C)c(=O)n1C	i	0.054	35
O=C(CCCn1c(SCC(=O)NCC2CCCO2)nc2ccccc2c1=O)NCC1CCCO1 (configuration not stated)	i	0.11	66
O=C(NCCCn1nc(-c2ccco2)ccc1=O)Nc1ccc(OC(F)(F)F)cc1	i	0.16	61
O=S(=O)(Nc1ccc(Nc2cc(-n3ccnc3)ncn2)cc1)c1cc(F)ccc1F	i	0.14	50
COc1ccc(NC(=O)CCc2csc(NC(=O)c3ccc(F)cc3)n2)cc1OC	i	0.093	56
O=C(NCC1CCN(c2ccccn2)CC1)NC(c1ccccc1)c1ccccc1	i	0.095	57
COc1cccc2cc(C(=O)OCCN3CCOCC3)c(=O)oc12	i	0.15&0.069	52&95
Cc1nc(Nc2ccc(NC(=O)C(C)C)cc2)cc(-n2cccn2)n1	i	0.08	66
CCOc1ccccc1NC(=O)N1CCN(Cc2nc(-c3cccs3)cs2)CC1	i	0.12	47
CCCCN1C(=O)c2cccc3c(NC(=O)c4cc(C)no4)ccc1c23	i	0.082	55
Cc1c(Cl)cccc1S(=O)(=O)NCC(O)c1cccn1C (configuration not stated)	i	0.17	60
COc1ccc(Cn2c(C)cn3c4c(=O)n(Cc5ccccc5F)c(=O)n(C)c4nc23)cc1	i	0.074	55
CC1CCN(c2nc3c(c(=O)[nH]c(=O)n3C)n2CC(=O)O)CC1	i	0.06	47
CC(=O)Nc1ccc(NC(=O)c2cc(-c3ccccc3Cl)oc2C)cc1	i	0.1	58
O=C(N=C1SC2CS(=O)(=O)CC2N1c1ccc(Br)cc1)c1cccc([N+](=O)[O-])c1 (configuration not stated)	i	0.05	46
Cc1nnc(NC(=O)c2ccc(S(=O)(=O)Nc3ccc(OC(F)(F)F)cc3)o2)s1	i	0.14	49
Cc1c(C)n2c3c(=O)n(CC(=O)c4ccccc4)c(=O)n(C)c3nc2n1-c1ccccc1F	i	0.074	25
Cc1c(C(=O)NCCN(C)C)c(C(F)(F)F)nn1C1CCCN(C(C)C)C1 (configuration not stated)	i	0.11	79
CSc1ncccc1C(=O)NCC(O)(c1ccccc1)C1CC1 (configuration not stated)	i	0.084	61
COc1ccc(-c2ccc(=O)n(CCNS(=O)(=O)c3cccc(C(F)(F)F)c3)n2)cc1	i	0.13	70
CCn1ccnc1N1CCN(CC(=O)NCc2ccc(C)cc2)CC1	i	0.023	29
O=C(Nc1ccccc1OC(F)F)c1ccc(Cl)c(S(=O)(=O)N2CCCCCC2)c1	i	0.05	51
O=c1c2cc(-c3ccc(F)cc3)nn2ccn1Cc1nc(-c2cccc(C(F)(F)F)c2)no1	i	0.094	72
O=c1oc2c(F)cc(F)cc2cc1S(=O)(=O)c1ccc(Cl)cc1	i	0.089	60
O=S1(=O)CCC(n2nc(-c3ccc(Cl)cc3)cc2NS(=O)(=O)c2cnc[nH]2)C1 (configuration not stated)	i	0.1	64
CC(C)(C)NC(=O)N1CCC(CNC(=O)c2ccsc2)CC1	i	0.13	62
O=C(NCCn1nc(-c2ccco2)ccc1=O)c1nc(-c2cnccn2)no1	i	0.19	51
COc1cc(NC(=O)c2cc(-c3ccccc3)n[nH]2)c2ncccc2c1	i	0.11	71
Cc1ccc(-c2ccc(=O)n(CCCC(=O)Nc3ccc(F)c(F)c3)n2)cc1	i	0.029	43
CCOc1ccc(-n2ccnc(NCCc3ccccc3)c2=O)cc1	i	0.1	67
COc1cccc(-c2cc(CC(=O)Nc3ccc4c(c3)OCCO4)no2)c1	i	0.089	48
CC(C)c1nnc(C2CCN(C(=O)Nc3ccc(C(C)(C)C)cc3)CC2)o1	i	0.097	68
COc1ccc(S(=O)(=O)Nc2nc(C(=O)NCc3ccccc3)cs2)cc1	i	0.063	49
CCOC(=O)c1cc(Oc2ncnc3sc4c(c23)CCCC4)cc(C(=O)OCC)c1	i	0.085	43
Cn1nc(CNC(=O)COc2ccc(Cl)cc2Cl)c2ccccc2c1=O	i	0.092	56
CCN1CCN(c2nc3c(S(=O)(=O)c4ccc(C)c(C)c4)nnn3c3ccc(Cl)cc23)CC1	i	0.11	33
COc1cccc(NC(=O)N2c3ccccc3CC2C(N)=O)c1 (configuration not stated)	i	0.056	49
CCOc1ccc(S(=O)(=O)NCC2CCN(C(=O)Oc3ccccc3)CC2)cc1F	i	0.17	49
COc1ccc2nc(N(CCN3CCOCC3)C(=O)c3ccccc3S(C)(=O)=O)sc2c1	i	0.029	42
O=S(=O)(N1CCCCCC1)N1CCN(c2ccccc2)CC1	i	0.03	52

By substructure: the entries above containing two or more sulfur atoms
SMILES	GluA2 TARP mod	GluA2 TARP mod agonism max-min	GluA2 TARP mod glutamate slope
CSCCC(C)(O)CNC(=O)Cc1ccc(S(=O)(=O)C(C)C)cc1 (configuration not stated)	i	0.085	58
Cc1cccc(NC(=O)CSc2ncc(S(=O)(=O)c3cccc(Cl)c3)c(=O)[nH]2)c1C	i	0.094	54
Cc1cc(S(=O)(=O)N2CCCN(S(=O)(=O)c3ccc(Cl)c(C)c3)CC2)ccc1Cl	i	0.074	52
NC(=O)c1ccccc1NC(=O)CS(=O)(=O)c1ccc2c(c1)S(=O)(=O)N=CN2	i	0.067	49
Cc1nnc(NC(=O)CSc2nc(=O)n(CC3CCCO3)c3c2CCCC3)s1 (configuration not stated)	i	0.085	62
COc1ccc(NC(=O)CSc2nc3ccsc3c(=O)n2CCO)c(OC)c1	i	0.12	60
CCOc1ccccc1NC(=O)N1CCN(Cc2nc(-c3cccs3)cs2)CC1	i	0.12	47
O=C(N=C1SC2CS(=O)(=O)CC2N1c1ccc(Br)cc1)c1cccc([N+](=O)[O-])c1 (configuration not stated)	i	0.05	46
Cc1nnc(NC(=O)c2ccc(S(=O)(=O)Nc3ccc(OC(F)(F)F)cc3)o2)s1	i	0.14	49
O=S1(=O)CCC(n2nc(-c3ccc(Cl)cc3)cc2NS(=O)(=O)c2cnc[nH]2)C1 (configuration not stated)	i	0.1	64
COc1ccc(S(=O)(=O)Nc2nc(C(=O)NCc3ccccc3)cs2)cc1	i	0.063	49
COc1ccc2nc(N(CCN3CCOCC3)C(=O)c3ccccc3S(C)(=O)=O)sc2c1	i	0.029	42

Not all compounds are listed (hit frequency here may not be typical).
